MEKK3 PB1 HTS: modulators of MEKK3-MEK5 PB1 binding, primary screen, biochemical, wildtype MEKK3, multiplex bead flow cytometry, Alexa488-MEK5. AID 1529, 2009. Mitogen-activated protein kinase kinase kinase 3 (Homo sapiens), Q99759. bead-based flow cytometry, Alexa488-MEK5 binding to MEKK3; actives lie on both sides; 0 = blocked by unlabeled MEK5, 100 = vehicle. binding response (% of control), % at 10 µM. 290,000 tested, 1.4% active;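 active = binding response more than 3 SD above or below the average of its plate-row segment, actives on both sides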;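 note: Alexa488 bead fluorescence after subtracting the streptavidin-only scavenger bead signal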
Target sequence (Q99759 whole entry, looked up): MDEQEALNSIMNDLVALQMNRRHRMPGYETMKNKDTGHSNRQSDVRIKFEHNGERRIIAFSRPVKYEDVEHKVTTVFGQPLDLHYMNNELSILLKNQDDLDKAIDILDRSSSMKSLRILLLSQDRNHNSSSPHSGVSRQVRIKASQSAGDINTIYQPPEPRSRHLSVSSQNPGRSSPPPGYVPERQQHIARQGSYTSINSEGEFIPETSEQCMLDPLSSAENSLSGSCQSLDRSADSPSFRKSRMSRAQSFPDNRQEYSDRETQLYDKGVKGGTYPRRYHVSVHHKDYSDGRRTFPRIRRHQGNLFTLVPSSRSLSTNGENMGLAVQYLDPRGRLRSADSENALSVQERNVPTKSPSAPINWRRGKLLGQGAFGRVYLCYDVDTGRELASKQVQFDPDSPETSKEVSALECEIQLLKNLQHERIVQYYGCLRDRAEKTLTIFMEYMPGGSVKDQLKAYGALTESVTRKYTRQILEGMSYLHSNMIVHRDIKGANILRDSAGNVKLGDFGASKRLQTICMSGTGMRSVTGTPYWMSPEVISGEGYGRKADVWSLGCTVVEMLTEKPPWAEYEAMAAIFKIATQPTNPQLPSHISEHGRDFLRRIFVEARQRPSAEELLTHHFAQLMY
V1aR counter: agonists of human V1a receptor, primary screen, counter-screen for OXTR agonist project, fluorescence, CHO-V1R cells; Vasopressin V1a receptor (Homo sapiens), P37288; Fluo-8 calcium fluorescence, agonist mode; 0% DMSO, 100% 3 nM vasopressin; activation, % at 3 µM; 320,000 tested, 0.25% active;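 active = activation above the mean activation of all tested compounds plus 3 SD, per screening run, cut at about 20% in these data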;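 note: signal is peak over basal fluorescence ratio across a 100 second FLIPR read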
Target sequence (P37288 whole entry, looked up): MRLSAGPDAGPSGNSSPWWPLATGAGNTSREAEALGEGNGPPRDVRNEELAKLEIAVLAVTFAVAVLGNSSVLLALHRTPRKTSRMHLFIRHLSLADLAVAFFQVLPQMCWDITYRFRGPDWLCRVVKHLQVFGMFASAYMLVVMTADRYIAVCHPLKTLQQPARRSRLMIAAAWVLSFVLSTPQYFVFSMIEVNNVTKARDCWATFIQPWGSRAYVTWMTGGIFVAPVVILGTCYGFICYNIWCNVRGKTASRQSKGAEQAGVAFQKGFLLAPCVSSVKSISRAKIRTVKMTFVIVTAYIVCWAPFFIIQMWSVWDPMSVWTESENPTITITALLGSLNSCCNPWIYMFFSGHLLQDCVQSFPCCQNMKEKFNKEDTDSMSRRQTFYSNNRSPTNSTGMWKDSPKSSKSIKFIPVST
GPR7 antag: GPR7 receptor antagonists, primary screen, cell-based, fluorescence, single concentration; GPR7-expressing cells, fluorescence antagonist assay; inhibition, % at 4.4 µM; 290,000 tested, 1.1% active; AID 1861, 2009; in the data active = inhibition above about 16%, passing the limit was not always enough;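 note: cells stimulated with the agonist NPW; 0% = agonist with vehicle and 100% = vehicle without agonist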
GalR3 antagonist: GalR3 antagonists in HEK293 cells, primary screen, cell-based, fluorescence readout; Galanin receptor type 3 (Homo sapiens), O60755; inhibition, % at 3 µM; AID 651719, 2012; HEK293 GalR3-CNG cAMP membrane potential fluorescence; galR3 body fused to GalR1 C-terminus; 360,000 tested, 0.44% active;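 active = inhibition above the screen-wide average plus 3 SD, cut at about 13% in these data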;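 note: forskolin and galanin both at EC90 stimulate the cells; cAMP rise reported by CNG channel membrane potential dye signal; 0% = forskolin plus galanin with DMSO and 100% = forskolin alone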
PHOSPHO1 block: PubChem AID 1565. recombinant PHOSPHO1, absorbance phosphatase assay. 290,000 tested, 1.1% active. inhibition, % at 13.3 µM. Phosphoethanolamine/phosphocholine phosphatase (Homo sapiens), Q8TCT1; in the data active = inhibition above about 60%
MEKK2 mut-MEK5: MEK5 binding signal on mutant MEKK2 PB1, primary screen, biochemical, multiplex bead flow cytometry, Alexa488-MEK5. Alexa488-MEK5 binding to MEKK2 mutant. 290,000 tested, 0.35% active. AID 1530, 2009. percent response, % at 10 µM; in the data active = percent response above about 24%, passing the limit was not always enough; note: inactives centre near 1; some results filed as inactive read as strong as hits; reference of the scale not given here
OXTR agonist: human OXTR agonists, primary screen, fluorescence, CHO-OTR cells, Fluo-8 calcium. Oxytocin receptor (Homo sapiens), P30559. Fluo-8 calcium fluorescence; normalized: DMSO 0%, oxytocin 100%. activation, % at 3 µM. 320,000 tested, 0.32% active;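 active = activation above the mean of all tested compounds plus 3 SD, cutoff set per screening run, cut at about 20% in these data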;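 note: peak over basal fluorescence ratio from a 100 s FLIPR kinetic read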
MEKK2wt PB1 HTS: modulators of MEK5 binding to wildtype MEKK2, primary screen, biochemical, multiplex bead flow cytometry, Alexa488-MEK5 | Alexa488-MEK5 binding to MEKK2 WT; actives lie on both sides | binding response (% of control), % at 10 µM | 290,000 tested, 1.1% active; in the data active = binding response below about 67% or above about 130%
NALP1 yeast inh: NALP1 inflammasome inhibitors in reconstituted yeast, colorimetric, S. cerevisiae, triplicate retest. S. cerevisiae NALP1/ASC/caspase-1 growth, X-gal OD620, 72 h. inhibition, % at 10 µM. 280,000 tested, 0.61% active. AID 2071, 2009; in the data active = inhibition mostly above about 24%, no sharp cut-off; inactive = mostly below about 32%; note: some compounds called inactive have numbers as strong as hits
* hit, by the source's call; . = not tested or not shown. Compounds were not picked by outcome. Share with any hit: about 5.4%.

SMILES	MEKK3 PB1 HTS	V1aR counter	GPR7 antag	GalR3 antagonist	PHOSPHO1 block	MEKK2 mut-MEK5	OXTR agonist	MEKK2wt PB1 HTS	NALP1 yeast inh
CCNS(=O)(=O)c1ccc(NC(=O)Nc2cccc(OC)c2)cc1	110	0.5	-9	-4	21	5	1.5	107	20
O=c1oc2c(O)cccc2cc1-c1nc2ccccc2[nH]1	100	.	-9	-9	15	-3	.	95	4
O=C(O)c1csc(-c2ccc(Cl)cc2)n1	97	1.4	-2	0	48	-3	1.1	97	6
COc1ccc(NC(=O)CSc2nccn2-c2cccc(OC)c2)cc1	110	0.6	-2	3	72*	16	0.3	114	-14
CC1C(C#N)=C(N)OC2=C1C(=O)CC(C)(C)C2 (configuration not stated)	100	1.7	-2	-4	3	-1	0.1	102	1
O=C(CSc1nnc(-c2ccc(Cl)cc2Cl)n1C1CCCCC1)NC1CCS(=O)(=O)C1 (configuration not stated)	93	0.3	-8	-1	29	-3	-0.8	97	0
O=C(Oc1cc(=O)oc2c1c(=O)n1c3c(cccc23)CC1)c1ccc(F)cc1	95	0.1	-14	8	37	-4	-1.2	95	2
CCn1c(CCCc2ccc(OC)c(C)c2)n[nH]c1=S	86	6.1	17	-5	22	-5	4.0	88	13
Cc1cc2nc(-c3ccco3)cc(C(F)(F)F)n2n1	102	0.0	-11	1	30	-1	0.0	101	20
COC(=O)N/N=C/c1ccc([N+](=O)[O-])o1	115	0.3	-19	1	-26	1	1.2	102	3
Cc1cccc(-c2nc3c(c(=O)c4ccccc4n3C)c(=O)n2-c2ccccc2)c1	88	0.3	-5	7	-25	-9	0.1	90	.
O=C(CN1CCN(Cc2ccccc2)CC1)NC(=O)NC1CCCCC1	104	0.3	-5	-4	8	12	0.4	109	5
CCOc1ncccc1C(=O)Nc1nc(SC)ns1	101	-1.5	-3	-9	24	0	-1.6	102	-2
CCCCCCNC(=O)Cc1c(O)c2ccccc2[nH]c1=O	100	0.3	-3	-2	37	2	0.4	101	.
Cc1ccc(S(=O)(=O)CC(=O)Nc2nc3ccc(S(N)(=O)=O)cc3s2)cc1	99	-0.8	12	-8	53	-2	-0.3	101	6
CC(=O)Nc1ccc(N/C=C/C(=O)c2ccc(C)cc2)cc1	108	0.8	3	-3	.	1	1.0	105	-13
O=C(O)CCc1ccc(-c2ccc(Cl)cc2)n1Cc1ccco1	101	0.5	-1	-1	-6	-1	0.0	97	-12
COc1ccc(NC(=O)Cn2nc(C(=O)O)c3ccccc3c2=O)cc1OC	102	0.3	-15	-9	22	2	-0.2	95	8
CSc1nc(SCC(=O)NCC2CCCO2)c2c3c(sc2n1)CN(C)CC3 (configuration not stated)	106	-1.9	-1	-1	23	11	-0.8	109	.
COC(=O)/C=C1\N/C(=N\c2nc(C)cc(C)n2)N(c2ccc(C)cc2)C1=O	109	0.8	-9	-2	-19	2	0.4	104	2
Cc1cc(Oc2ccc(-c3ccccc3)cc2)n2ncnc2n1	112	1.9	-1	-6	9	4	1.5	108	8
Cc1cccc(C)c1NC(=S)N1CCCN(Cc2ccc(F)cc2)C1	100	1.3	-3	-8	9	-10	0.8	90	-6
CC(C)(C)NC(=O)c1cc(NC(=O)c2cccs2)cc(NC(=O)c2cccs2)c1	101	4.0	-14	.	47	0	2.6	101	7
CN1CCN(Cc2nc(Cc3ccccc3)no2)CC1c1ccccc1 (configuration not stated)	100	2.6	1	1	37	-3	-0.2	94	-5
Cc1cc(NS(=O)(=O)c2ccc(NC(=O)c3cc4ccccc4o3)cc2)nc(C)n1	101	0.0	8	1	0	1	-0.5	102	15

Continuation.
SMILES	MEKK3 PB1 HTS	V1aR counter	GPR7 antag	GalR3 antagonist	PHOSPHO1 block	MEKK2 mut-MEK5	OXTR agonist	MEKK2wt PB1 HTS	NALP1 yeast inh
CCN(Cc1ccncc1)C(=O)c1cc(COc2ccc(F)cc2Cl)on1	96	7.4	12	-4	-1	-2	2.1	103	2
COc1ccccc1N(CC(O)Cn1ccnc1C)S(=O)(=O)c1ccc(C)cc1 (configuration not stated)	100	0.5	0	4	13	-8	-0.5	105	-8
O=C1CN(CC(=O)NC(=O)NCc2ccccc2)CCN1	103	0.5	-5	3	-13	2	0.2	104	24
COc1ccc(C(=O)c2cc([N+](=O)[O-])ccc2N2CCCC2)cc1	132*	-0.4	-7	-2	-2	1	-1.8	106	34
O=C(NCCO)c1c(O)c2cccc3c2n(c1=O)CC3	96	0.7	3	-1	-7	7	-0.1	98	-5
CCNc1nc(NC(C)C)nc(OCCNS(=O)(=O)c2cc(C)ccc2C)n1	.	0.5	-11	-1	-7	.	-2.2	.	10
COc1ccc([N+](=O)[O-])cc1N(CC(=O)NC1CCCC1)S(C)(=O)=O	93	0.7	-4	-2	32	-14	-0.6	92	-7
Cc1c(NC(=O)c2cc3c(s2)-c2ccccc2OC3)cccc1[N+](=O)[O-]	98	6.2	-6	-3	-5	-1	5.0	101	51
COc1ccc(N2C(=O)CC(Cc3ccccc3)C2=O)cc1 (configuration not stated)	102	0.1	11	-6	-8	-3	-0.2	98	3
C[N+]1(C)CCC(=C2c3ccccc3CC(=O)c3sccc32)CC1	89	0.1	-1	-5	-109	-11	-0.6	94	1
Cc1cc(=O)oc2cc(OCC(=O)NCc3ccccn3)ccc12	107	0.0	2	-1	32	10	-0.8	106	8
O=C(Nc1ccccn1)c1nc(-c2ccccc2)n(-c2ccccc2)n1	95	-0.1	-4	-1	-10	-4	-1.9	90	28
CCOc1ccc(C2C(C#N)=C(N)Oc3cc(C)n(Cc4ccco4)c(=O)c32)cc1OC (configuration not stated)	98	0.2	-8	0	-1	-3	1.7	96	14
Cc1cc(C)c2c(CC(=O)NCc3ccco3)coc2c1	103	-1.0	-16	-7	4	2	-1.6	99	-39
CCN(C(=O)c1cc2cccc(OC)c2oc1=O)C1CCCCC1	103	-0.3	0	4	0	4	0.5	107	11
COc1cccc(CN2CCN(C3CSCCSC3)CC2CCO)c1 (configuration not stated)	101	-0.4	-8	-8	-3	-9	1.2	90	4
COc1ccc(C2SCCN2S(=O)(=O)c2ccc(NC(C)=O)cc2)cc1OC (configuration not stated)	107	3.8	-5	-8	14	3	4.4	107	12
COCCNC(=O)NC(=O)CN1CCCc2ccccc21	98	1.2	-10	-2	42	-6	-0.3	94	24
COc1ccc(C2C(=O)N(CCc3ccccc3)CC(=O)N2C2CCCC2)cc1 (configuration not stated)	101	-0.5	8	-3	41	5	-1.9	107	2
CC(C)(C)NC(=O)CSc1nnc(-c2ccccn2)n1-c1ccccc1	102	1.0	0	1	-30	5	0.6	103	28
Cc1cc(C)c(S(=O)(=O)N2CCCOC2CNC(=O)C(=O)NCCc2c[nH]c3ccccc23)c(C)c1 (configuration not stated)	102	6.6	-3	-3	-13	-1	14	100	24
O=C(CCn1cncn1)N1CCCC(N2CCN(c3ccc(F)cc3)CC2)C1 (configuration not stated)	102	0.6	-9	-2	28	8	0.3	107	14
CN(C)S(=O)(=O)N1CCC(Oc2ccc(C(=O)N3C[C@H]4CC[C@H]3C4)cc2)CC1	101	8.5	-8	-3	12	7	3.6	102	-8
CCC(C)NC(=O)CCSc1ccc(C)cc1 (configuration not stated)	97	-0.3	-7	8	19	2	-1.8	97	30
CN1/C(=C\C(=O)c2cccnc2Cl)C(C)(C)c2ccccc21	95	0.3	-5	-2	-15	-1	-1.0	95	31

Continued, overlapping the part above by 5 compounds.
SMILES	MEKK3 PB1 HTS	V1aR counter	GPR7 antag	GalR3 antagonist	PHOSPHO1 block	MEKK2 mut-MEK5	OXTR agonist	MEKK2wt PB1 HTS	NALP1 yeast inh
Cc1cc(C)c(S(=O)(=O)N2CCCOC2CNC(=O)C(=O)NCCc2c[nH]c3ccccc23)c(C)c1 (configuration not stated)	102	6.6	-3	-3	-13	-1	14	100	24
O=C(CCn1cncn1)N1CCCC(N2CCN(c3ccc(F)cc3)CC2)C1 (configuration not stated)	102	0.6	-9	-2	28	8	0.3	107	14
CN(C)S(=O)(=O)N1CCC(Oc2ccc(C(=O)N3C[C@H]4CC[C@H]3C4)cc2)CC1	101	8.5	-8	-3	12	7	3.6	102	-8
CCC(C)NC(=O)CCSc1ccc(C)cc1 (configuration not stated)	97	-0.3	-7	8	19	2	-1.8	97	30
CN1/C(=C\C(=O)c2cccnc2Cl)C(C)(C)c2ccccc21	95	0.3	-5	-2	-15	-1	-1.0	95	31
CC(C)c1cccc(C(C)C)c1NC(=O)COC(=O)C1=COCCO1	99	0.5	0	-1	53	-4	-0.6	85	-6
CC(C)c1ccc(NC(=O)CSc2n[nH]c(=O)n2-c2ccc3c(c2)OCCO3)cc1	82	0.3	-13	-2	33	-29	-0.4	78	29
COCCCNC(=O)CC(=O)N/N=C\c1ccc(SC)cc1	102	0.4	-8	-1	-17	1	0.2	102	-1
CCOc1cccc2c1OC1(C)CC2NC(=O)N1c1cccc(Cl)c1 (configuration not stated)	94	-0.8	-9	-6	11	-6	-2.4	88	-6
CC1(C)CC(=O)C2=C(C1)N(c1ccc(F)cc1)C(=O)C2(O)C(F)(F)F (configuration not stated)	.	0.4	-1	-6	-7	.	0.0	.	4
O=C(CSCc1cccc(Cl)c1)Nc1ccccc1-c1ccccc1	105	1.8	-12	-4	-6	1	0.8	110	49
COc1cc(C(=O)N/N=C/c2ccc(OC(=O)c3ccccc3)c(OC)c2)ccc1O	97	.	-20	-3	38	-6	.	94	8
COc1ccc(/C(C)=N/NC(=O)CNC(=O)c2ccco2)cc1	97	-0.3	-9	-1	40	-3	0.6	100	9
Cc1onc(-c2ccccc2)c1C(=O)N1CCOC12CCN(c1cccc(F)n1)CC2	104	-0.9	2	-2	12	-1	-2.3	97	-7
O=Cc1c(Cl)nc2ccccn12	100	0.6	-7	-4	38	-1	1.0	96	-4
Cc1ccc(C(=O)NC(NC(=O)c2ccc(C)cc2)C(Cl)Cl)cc1	86	4.6	-9	-6	18	-4	4.3	86	37
CCOc1cccc(C(=O)NC(=S)Nc2ccc(Cl)cc2C(=O)O)c1	98	0.1	-10	-3	39	3	0.0	102	-10
CC(C)(C)n1nnnc1CN1CCSCC1	92	0.4	-6	-4	28	-7	0.6	94	35
Cc1ccc(C)c(OCC(=O)Nc2cc(C)on2)c1	114	-0.1	11	4	2	3	-1.2	109	19
Cc1ccc2[nH]c(=O)c(CN(C(=O)c3cccc([N+](=O)[O-])c3)C(C)(C)C)cc2c1	112	-0.8	-5	-1	8	18	-1.1	109	-8
CC(C)N1C(=O)c2ccccc2N(Cc2ccccc2)S1(=O)=O	96	-1.1	-18	0	-12	-6	-4.2	98	6
COc1cccc(NS(=O)(=O)c2nc3nc(C)cc(C)n3n2)c1	104	0.6	-8	-1	9	2	0.3	103	8
CCC(=O)c1ccc(N2CCN(C(=O)c3ccccc3Br)CC2)c(F)c1	99	11	-2	0	29	1	12	100	31
CC(O/N=C/c1ccccc1OC(F)F)C(=O)Nc1cccc(S(=O)(=O)N2CCOCC2)c1 (configuration not stated)	99	0.3	-7	7	-5	-2	-1.3	97	33
O=C(CC1(O)C(=O)N(CCc2ccccc2)c2ccccc21)c1ccco1 (configuration not stated)	109	1.5	-8	-1	-22	6	0.3	105	-6

Bioassay records from PubChem.
